PI5P4Ka inh – PI5P4K alpha (human) kinase inhibition. P48426. PI5P4Kalpha enzyme, ADP-Glo luminescence, 60 min; stronger effect = lower value. max response, %. 330,000 tested, 1.2% active; active = max response of -50% or lower; inconclusive = between -30% and -50%; inactive = -30% or higher; note: value at the top dose of about 77 µM; % is set by controls: 0 for no effect and ±100 for the full control effect
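PI5P4Kalpha ADP-Glo assay; 5 microM ATP final; 60 min RT reaction; HEPES pH 7.4/EGTA/CHAPS, 5% DMSO; controls lacking substrate or enzyme; luminescent end-point.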
EPAC1 agonist – EPAC1 (human) agonism. AID 720707. EPAC1 agonist qHTS, biochemical assay; response scale: 100% = response to 6.5 mM cAMP. O95398. 360,000 tested, 0.073% active. Potency, µM (highest dose often 154 µM), for inactives: top-dose activation, actives largely listed as activators; note: potency is the fitted concentration of half-maximal effect; nearly all actives have a fitted effect of over 60% in size
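Nucleotide exchange by EPAC1 (100 nM) on Rap1B–BODIPY-GDP (250 nM) in the presence of 50 uM GDP is tracked fluorescently at 480/540 nm over 30 min. Signals are normalized to a 6.5 mM cAMP control.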
EPAC1 antagonist – antagonists of human EPAC1; AID 720709; EPAC1 GEF assay, Rap1b-BODIPY-GDP exchange fluorescence; Potency, µM (titrated, usually from 115 µM), without a hit: at the top dose activity change, negative = inhibition, actives largely listed as inhibitors; 360,000 tested, 0.14% active;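 note: potency is the fitted concentration of half-maximal effect; plate controls were vehicle for no effect and positive control for full effect; nearly all actives have a fitted effect of over 50% in size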
FUS suppressor – FUS proteinopathy suppression in yeast | 390,000 tested, 0.24% active | S. cerevisiae FUS-expressing, growth rescue, OD600, 24 h | AID 1347120 | Potency, µM (doses to about 76.6 µM), for inactives: at the top dose growth rescue (activation), most hits filed as activators;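 note: potency is the fitted concentration of half-maximal effect; plate controls were DMSO vehicle for no effect and reference control for full effect; nearly all actives have a fitted effect of over 55% in size; some results filed as inactive show a strong effect at the top dose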
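Galactose (2%) drives FUS expression in yeast precultured in raffinose; seeding density OD 0.005. Test compounds incubated 24hr at 30C and 99% humidity before absorbance at 600 nm was measured.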
WRN helicase inh – blocks human WRN helicase; WRN helicase unwinding, fluorescent forked duplex, kinetic; Potency, µM (top dose mostly 114 µM), for inactives: at the top dose activity change, negative = inhibition, most hits filed as inhibitors; 360,000 tested, 0.46% active; AID 651768; note: potency is the fitted concentration of half-maximal effect; % is set by controls: 0 for no effect and ±100 for the full control effect; nearly all actives have a fitted effect of over 55% in size
Target sequence (Q14191 whole entry, looked up): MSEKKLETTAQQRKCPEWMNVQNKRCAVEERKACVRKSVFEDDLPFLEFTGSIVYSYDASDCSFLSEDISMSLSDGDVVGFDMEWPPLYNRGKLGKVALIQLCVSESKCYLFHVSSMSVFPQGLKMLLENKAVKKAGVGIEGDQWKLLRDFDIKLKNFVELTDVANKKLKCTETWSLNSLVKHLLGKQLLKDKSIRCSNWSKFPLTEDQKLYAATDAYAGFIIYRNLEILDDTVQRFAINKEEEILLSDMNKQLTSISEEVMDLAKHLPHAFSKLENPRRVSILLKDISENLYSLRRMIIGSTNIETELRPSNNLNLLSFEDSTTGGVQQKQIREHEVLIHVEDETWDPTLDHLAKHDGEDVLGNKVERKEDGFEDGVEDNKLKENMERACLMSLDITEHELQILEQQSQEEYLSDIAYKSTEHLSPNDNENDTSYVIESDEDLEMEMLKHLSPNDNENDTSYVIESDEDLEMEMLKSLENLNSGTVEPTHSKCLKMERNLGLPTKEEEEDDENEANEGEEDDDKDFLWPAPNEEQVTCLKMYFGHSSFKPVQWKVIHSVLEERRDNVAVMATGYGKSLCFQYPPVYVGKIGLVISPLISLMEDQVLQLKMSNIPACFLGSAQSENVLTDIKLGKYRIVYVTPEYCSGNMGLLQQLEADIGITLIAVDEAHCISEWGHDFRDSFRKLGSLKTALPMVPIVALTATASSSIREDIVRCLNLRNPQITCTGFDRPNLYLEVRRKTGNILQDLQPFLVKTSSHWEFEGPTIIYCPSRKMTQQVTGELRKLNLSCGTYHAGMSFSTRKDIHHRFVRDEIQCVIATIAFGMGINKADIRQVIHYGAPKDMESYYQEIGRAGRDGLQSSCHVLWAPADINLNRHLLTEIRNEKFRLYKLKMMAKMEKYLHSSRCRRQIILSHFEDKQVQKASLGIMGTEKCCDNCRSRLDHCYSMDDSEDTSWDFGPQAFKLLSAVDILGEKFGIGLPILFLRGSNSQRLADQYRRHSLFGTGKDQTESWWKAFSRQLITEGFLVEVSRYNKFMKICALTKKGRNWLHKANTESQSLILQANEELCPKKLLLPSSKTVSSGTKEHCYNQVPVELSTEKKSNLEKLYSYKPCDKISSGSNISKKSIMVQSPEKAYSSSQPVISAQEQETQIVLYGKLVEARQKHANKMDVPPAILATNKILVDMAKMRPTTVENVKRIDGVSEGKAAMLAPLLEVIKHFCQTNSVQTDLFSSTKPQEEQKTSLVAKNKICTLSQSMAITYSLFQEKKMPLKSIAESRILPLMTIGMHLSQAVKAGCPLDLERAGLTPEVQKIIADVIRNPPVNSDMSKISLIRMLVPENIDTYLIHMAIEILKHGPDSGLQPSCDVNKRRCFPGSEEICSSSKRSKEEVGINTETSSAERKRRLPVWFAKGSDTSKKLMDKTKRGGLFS
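Kinetic fluorescence helicase assay: unwinding of a quenched forked DNA duplex (100 nM final) with 2 mM ATP final raises red fluorescence (525/598 nm). Compounds sat 15 min at room temperature with 20 nM WRN beforehand.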
IL-2 act – IL-2 activation; AID 652025; IL-2 activation reporter assay, cell-based qHTS; stimulated with anti-CD3/CD4/CD28 beads; in transgenic mouse T cells; 360,000 tested, 0.065% active; activation, % (series mostly up to about 46 µM); in the data active = activation above about 50%; inconclusive = mostly about 30% to 49%; note: 0% is about no effect
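Unstimulated transgenic mouse T cells, 750 per well, received compound and, after 60 minutes, anti-CD3/anti-CD4 bead plus anti-CD28 stimulation. EGFP and DsRed were quantified after 18 hours.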
PLK1 PBD block – PLK1 (human) polo-box domain binding inhibition; P53350; Plk1 PBD binding of FITC phosphopeptide, fluorescence polarization; Potency, µM, inactives show max response, negative = inhibition, actives largely listed as inhibitors; 360,000 tested, 2.8% active; note: potency is the fitted concentration of half-maximal effect; series mostly up to about 57 µM; % is set by controls: 0 for no effect and ±100 for the full control effect; nearly all actives have a fitted effect of over 65% in size
Abeta rescue – restores growth of yeast expressing A-beta42 peptide; yeast expressing A-beta42, growth rescue, OD600, 48 h; response scale: 0% DMSO, 100% iron-clioquinol control; 410,000 tested, 0.063% active; Potency, µM (doses to about 46.1 µM), without a hit: top-dose growth rescue, usual class: activators; note: potency is the fitted concentration of half-maximal effect; nearly all actives have a fitted effect of over 55% in size
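Yeast A-beta toxicity model in growth medium with pinned compounds, 48 h at 30 C; growth read as absorbance at 600 nm. Normalized to FeCl3/clioquinol equimolar mix (positive) and DMSO (negative).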
Numbers without * were called inactive; ? = inconclusive; . = not tested or not shown; [ ] = another dose, or the depositor's remark. Unless noted, calls come from the whole dose curve; as a rule, active = well fitted curve in the direction sought with a large enough effect; inconclusive = small, poorly fitted or top-dose-only effect, or another doubt; inactive = no such curve, though single readings can be large; an effect the other way counts as inactive or inconclusive.

SMILES	PI5P4Ka inh	EPAC1 agonist	EPAC1 antagonist	FUS suppressor	WRN helicase inh	IL-2 act	PLK1 PBD block	Abeta rescue
CSc1nc(-c2ccco2)cc(C(F)(F)F)c1C#N	5	-3%	-5%	-29%	-1%	1.9	17µM*	-7%
Cc1cc(C(=O)NNC(=O)c2sccc2C)c(C)o1	4	-2%	-26%	3%	-35%	0.6	-15%	-6%
Cc1ccccc1-n1c(C)cc(/C=N/NC(=O)c2ccncc2)c1C	.	3%	-9%	33%	-8%	-0.3	-2%	11%
COc1ccc2c(c1)[nH]c1c(=O)n(/N=C/C3C(C)C=C(C)CC3C)c(=O)[nH]c12 (stereo unspecified)	-7	7%	3%	4%	6%	-1.0	-13%	-10%
COc1cc2ccc(C(=O)O)cc2cc1OC	-21	3%	-8%	-24%	9%	0.8	-11%	-7%
O=C(O)c1ccccc1-c1ccccc1C(=O)NCCc1ccccc1	-1	-2%	-1%	-18%	1%	-0.2	-4%	6%
Cc1cc(Br)ccc1SCC(=O)OCC(=O)NC1CC1	-1	1%	-8%	13%	-6%	-2.4	-12%	0%
COc1ccc(OC)c(NS(=O)(=O)c2cc3c4c(c2)CCN4C(=O)CC3)c1	-23	?	-1%	14%	-5%	0.4	-6%	0%
CCC(=O)Nc1nc2ccccc2n1CCN(CC)CC	.	6%	-18%	17%	-1%	-0.6	-9%	-16%
CCN(CC)S(=O)(=O)c1cccc(NC(=S)NC(=O)/C=C/c2ccc(S(=O)(=O)N3CCOCC3)cc2)c1	-9	1%	-9%	44%	-2%	-3.2	-15%	-15%
COc1ccc(N2CC(C(=O)Nc3nnc(SCC(=O)c4ccccc4)s3)CC2=O)cc1 (stereo unspecified)	?	13%	-21%	.	-8%	2.0	-22%	-7%
COc1ccc(NC(=O)c2cc(C(C)C)on2)cc1OC	.	7%	14%	24%	-1%	-1.7	-7%	17%
CCOc1ccc(N(CC(=O)Nc2ccccc2Cl)S(C)(=O)=O)cc1	-4	-4%	-21%	27%	-3%	-0.7	-5%	-19%
O=C(Nc1ccn(Cc2ccc(Cl)cc2)n1)c1ccc2c(c1)OCO2	.	15%	-14%	22%	-2%	1.6	-4%	?
C=CCn1c(SCCCCCC)nc(O)cc1=O	.	-2%	-16%	17%	-14%	0.1	-8%	14%
O=c1[nH]c(C2CCN(S(=O)(=O)c3ccccc3C(F)(F)F)CC2)nc2c1nnn2Cc1ccccc1	5	6%	-15%	?	-25%	-0.2	-1%	-3%
O=C(NCc1ccccc1)c1ccc(Br)o1	0	-4%	-10%	-23%	-2%	-0.1	-14%	-14%
Cc1nn(-c2ccccc2)c(C)c1/C=C/C(=O)OCC(=O)Nc1ccc(C(N)=O)cc1	4	-7%	-29%	87%	-5%	0.2	-15%	-13%
CC(=O)Nc1ccc(S(=O)(=O)Nc2nc(C)nc3sc4c(c23)CCC4)cc1	2	-2%	-5%	-5%	-3%	0.1	-14%	1%
CCOc1ncccc1C(=O)OCC(=O)NCCc1ccccc1	1	0%	8%	8%	-3%	-0.5	-5%	9%

Single values from the results shown.
Cc1cc(C(=O)NNC(=O)c2sccc2C)c(C)o1 – IL-2 act: 0.6
O=C(O)c1ccccc1-c1ccccc1C(=O)NCCc1ccccc1 – PLK1 PBD block: -4%
COc1ccc(NC(=O)c2cc(C(C)C)on2)cc1OC – FUS suppressor: 24%
COc1ccc2c(c1)[nH]c1c(=O)n(/N=C/C3C(C)C=C(C)CC3C)c(=O)[nH]c12 (stereo unspecified) – IL-2 act: -1.0
CSc1nc(-c2ccco2)cc(C(F)(F)F)c1C#N – PLK1 PBD block: 17µM*

Additional results follow.
SMILES	PI5P4Ka inh	EPAC1 agonist	EPAC1 antagonist	FUS suppressor	WRN helicase inh	IL-2 act	PLK1 PBD block	Abeta rescue
C=CCOc1ccccc1CN1CCCCCC1	-8	1%	-13%	-5%	-3%	5.0	2%	2%
CCc1cc(-c2n[nH]c(C)c2Oc2ccc(C(C)C)cc2)c(O)cc1O	16	16%	-27%	45%	-7%	-3.9	-3%	0%
CC(=O)c1cc2cccc(OC3(C)CCN(Cc4ccc5ccccc5c4)C3)c2o1 (stereo unspecified)	1	-2%	-3%	9%	-6%	0.9	2%	-9%
COc1ccc(C)cc1NC(=O)COC(=O)C1CC1	0	0%	0%	-10%	3%	0.2	-1%	5%
COc1ccc(N2CCN(S(=O)(=O)CCNC(=O)C(C)Oc3ccccc3)CC2)cc1 (stereo unspecified)	6	-23%	-2%	12%	-9%	0.4	-4%	13%
CC(=O)NCCC(=O)NCc1ccc(F)cc1	-2	5%	4%	13%	-4%	-0.3	-2%	15%
COc1cc(OC)cc(C(=O)NCCCNC(=O)c2cccnc2)c1	-7	2%	11%	8%	-4%	0.0	-3%	-15%
CN[C@@H](CO)C(=O)NC[C@H]1O[C@@H](n2cnc3c(=O)[nH]c(N)nc32)[C@H](O)[C@@H]1O	0	-18%	-11%	-11%	-8%	-0.5	-1%	4%
CNc1ccccc(-c2ccc3cc4c(cc3n2)OCO4)c1=O	-1	5%	19%	10%	-3%[11.6 µM]	-0.2	-8%	-10%
CSCCC(NS(=O)(=O)c1ccc2ccccc2c1)C(=O)OCC(=O)c1ccc(C(C)C)cc1 (stereo unspecified)	1	-4%	-21%	.	-7%	-3.8	-4%	2%
CC1=C(C(=O)OCCNC(=O)c2ccccc2O)C(c2ccccc2[N+](=O)[O-])C(C(=O)OCC2CCCO2)=C(C)N1 (stereo unspecified)	3	12%	-24%	33%	?	-0.7	-11%	1%
COc1ccc(N2CCN(C(=O)c3ccc4c(c3)OCO4)CC2)cc1	2	-10%	6%	.	-11%	-2.2	-2%	8%
O=C1Nc2ccc(Br)cc2C12OCCO2	0	10%	13%	7%	-5%	0.7	0%	4%
Cc1csc(=O)n1CC(=O)OC(C)C(=O)Nc1cccc(Cl)c1 (stereo unspecified)	-7	-4%	6%	3%	5%	-2.4	2%	0%
CCC(C)(CCNC(=O)Cc1ccccc1)c1ccccc1OC (stereo unspecified)	11	11%	0%	24%	-10%[57.1 µM]	-2.0	-11%	11%
COc1cccc(CC(=O)NNC(=O)c2ccc3c(c2)OCO3)c1	2	-11%	1%	-3%	5%	-1.1	1%	-12%
COCCn1c(CN2CCN(C(=O)c3ccco3)CC2)nc2c1c(=O)n(C)c(=O)n2C	-1	4%	-7%	8%	-6%	2.6	-23%	1%
CCCN(CCC)c1nc(-c2ccccn2)nc2ccccc12	1	1%	5%	6%	1%	-0.9	1%	18%
CCOC(=O)c1cnn(-c2ccccc2)c1-n1cccc1C(=O)C(=O)N(C)C	1	-9%	7%	-13%	-10%	-1.9	5%	0%
C/C(=N\NC(=O)c1nnn(-c2nonc2N)c1CSc1ccccc1)c1cccnc1	-2	-9%	-13%	-21%	-6%	-0.8	-6%	-11%
CS(=O)(=O)Nc1ccccc1C(=O)OCC(=O)NC1CC1	0	4%	-12%	-12%	4%	0.5	-12%	3%
CC1(C)CN(c2ccccc2)N(Cc2ccc(F)cc2)C1=O	.	1%	6%	25%	1%	-2.3	-2%	19%
COc1ccc(C(=O)NCc2nnc(SCC(=O)N3CCc4ccccc43)n2C2CCCCC2)cc1	0	-20%	10%	1%	-5%[57.1 µM]	1.6	-12%	-2%
O=c1[nH]c(=O)n(Cc2ccco2)c2c1C(C(F)(F)F)(C(F)(F)F)N=C(Cc1ccccc1)N2	.	-5%	9%	0%	5%	-1.0	-4%	12%
O=C(c1ccc(S(=O)(=O)Cc2cc(F)ccc2F)c([N+](=O)[O-])c1)N1CCCCC1	-8	1%	14%	.	-9%	-0.3	?	-41%[inhibitor]
O=C(NCCS(=O)c1ccc(Cl)cc1)c1cccc(Cl)c1 (stereo unspecified)	0	-6%	-5%	0%	-3%	0.2	-9%	0%
CC(C)CCn1c(SCC(=O)c2ccccc2)nc2c1c(=O)[nH]c(=O)n2C	3	1%	-24%	23%	5%	0.4	-8%	-10%
COc1ccc(NC(=O)C2CCCN2S(=O)(=O)c2ccc3c(c2)CCC(=O)N3)c(OC)c1 (stereo unspecified)	1	3%	-18%	9%	-8%	-2.8	-20%	-18%
COc1ccc2[nH]cc(C(O)CN3CCN(c4ccccc4F)CC3)c2c1 (stereo unspecified)	2	6%	-7%	9%	-6%	-1.7	-6%	-9%
CC(C)(C)N(NC(=O)OCc1ccccc1)C(=O)c1ccccc1	4	-5%	-8%	5%	1%	-2.0	-4%	9%
COc1ccc(OC)c(N(CC(=O)N2CCN(c3cc(Cl)ccc3C)CC2)S(C)(=O)=O)c1	.	11%	?	28µM*	-19%	-2.1	-19%	-20%
CC(C)(C)C(=O)COC(=O)c1ccc(N)c([N+](=O)[O-])c1	1	4%	3%	-6%	-5%	-2.7	-1%	-4%
O=C(N/N=C/c1ccc(-c2ccccc2)o1)c1ccccc1O	-5	4%	4%	14%	3%	-0.3	-13%	3%
COc1ccc(Cl)cc1NC(=O)C1CCN(C(=O)Nc2ccccc2)CC1	4	3%	2%	-3%	-1%	-0.4	1%	8%
Cc1ccc(S(=O)(=O)N2CCOCC2)cc1C(=O)NC1CCSc2ccccc21 (stereo unspecified)	-4	9%	-20%	24%	7%	-0.4	-12%	12%
COc1cc(C2C(C(=O)c3cccs3)=C(O)C(=O)N2c2cc(C)on2)ccc1O (stereo unspecified)	1	-1%	19%	42%	-6%	-1.1	-12%	3%
COc1ccc(Nc2nc(N3CCCC3)nc3ccccc23)c(OC)c1	.	3%	0%	-4%	?	-2.2	-2%	-10%
O=S(=O)(NCCc1ccc(F)cc1)c1cccc2cccnc12	0	-10%	-12%	2%	-1%[57.1 µM]	-0.9	-26%	-5%
C=CCSC1=C(C#N)C(c2ccccc2OC)CC(=O)N1 (stereo unspecified)	3	3%	-24%	-35%	-25%	16	-11%	21%[9.22 µM]
CCCCn1c(SCC(=O)Nc2oc(C)c3c(C)n[nH]c(=O)c23)nc2cc(S(N)(=O)=O)ccc21	-11	-18%	6%	11%	-6%	-4.5	-2%	7%
O=C(CCN1C(=O)C2C3CCC(C3)C2C1=O)Nc1ccccc1Cl (stereo unspecified)	1	7%	-2%	.	-20%	-3.1	-4%	0%
CC1(C(=O)NS(=O)(=O)Cc2cccc(Cl)c2)CCN1C(=O)C1(c2ccc(Cl)cc2)CC1 (stereo unspecified)	3	-1%	-30%	33%	2%	-0.4	-1%	-25%

3 of the entries above in order of the PI5P4Ka inh value, descending:
Molecule,PI5P4Ka inh
CS(=O)(=O)Nc1ccccc1C(=O)OCC(=O)NC1CC1,0
Cc1ccc(S(=O)(=O)N2CCOCC2)cc1C(=O)NC1CCSc2ccccc21 (stereo unspecified),-4
CCCCn1c(SCC(=O)Nc2oc(C)c3c(C)n[nH]c(=O)c23)nc2cc(S(N)(=O)=O)ccc21,-11

Screens as filed in PubChem.
